MBNL1 CUG block: MBNL1-poly(CUG) RNA binding inhibition; TR-FRET MBNL1-His/biotin-(CUG)12 binding, 665/545 ratio; Potency, µM (series often up to 57.5 µM), for the others: at the highest dose activity change, negative = inhibition, most hits filed as inhibitors; Q9NR56; actives 0.036% (n = 280,000); active = well fitted inhibition curve with a large enough effect in the signal ratio, with a control signal flat, not every such curve was filed as active; inconclusive = small, poorly fitted or top-dose-only effect, or effect the other way, or a change in a side signal; inactive = no such curve, though single readings can be large or run the other way; the % refers to the signal ratio; note: % is set by controls: 0 for no effect and ±100 for the full control effect
Target sequence (Q9NR56 whole entry, looked up): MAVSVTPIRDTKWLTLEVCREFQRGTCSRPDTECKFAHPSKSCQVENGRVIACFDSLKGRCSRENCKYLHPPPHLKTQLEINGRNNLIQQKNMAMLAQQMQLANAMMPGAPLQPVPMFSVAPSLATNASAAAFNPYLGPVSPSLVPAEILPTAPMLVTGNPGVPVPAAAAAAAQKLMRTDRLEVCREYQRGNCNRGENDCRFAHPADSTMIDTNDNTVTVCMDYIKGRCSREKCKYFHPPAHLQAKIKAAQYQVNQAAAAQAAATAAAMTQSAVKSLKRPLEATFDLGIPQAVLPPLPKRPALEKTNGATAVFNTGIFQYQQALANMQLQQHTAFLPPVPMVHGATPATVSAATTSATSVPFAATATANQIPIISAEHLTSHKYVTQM
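Compound titration spanned 92 nM–58 uM against the MBNL1-His/biotin-(CUG)12 complex. After 60 min at room temperature with 5 nM streptavidin-XL665 and 0.055 ng/ul terbium anti-His, ratiometric 665/545 nm emission (Ex 340 nm) normalized to controls.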
NPC1 promoter act: activates the NPC1 promoter; Huh7 NPC1 promoter luciferase reporter, 24 h; Potency, µM (highest dose often 9.22 µM), for inactives: top-dose activation, hits mostly activators; actives 2.4% (n = 320,000); AID 485313;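 note: % of control where 0% means no effect; nearly all actives have a fitted effect of over 60% in size; reporter is driven by a mutant NPC1 promoter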
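Readout is luciferase luminescence, reflecting NPC1 promoter activation in stably transfected Huh7 cells after 24 h compound exposure at 37 °C in reduced-serum medium with 10% FBS.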
Rab9 prom act: activates the Rab9 promoter. Huh7 Rab9 promoter-luciferase reporter, luminescence, 24 h. Potency, µM (titrated, usually from 9.22 µM), for inactives: top-dose activation, negative = inhibition, actives largely listed as activators. actives 2.8% (n = 320,000); note: % of control where 0% means no effect; nearly all actives have a fitted effect of over 60% in size
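Quantitative HTS format; Huh7 Rab9-luciferase reporter cells (1500/well) receive compound 2 h post-plating, incubate 24 h at 37 °C, then get luciferase reagent for 10 min before luminescence reading.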
Gal4-VP16 FLuc: Gal4-VP16 reporter inhibition counter-screen; Potency, µM (titrated, usually from 53.6 µM), without a hit: at the highest dose activity, negative = inhibition, usual class: inhibitors; Drosophila S2 Gal4-VP16 UAS-luciferase, luminescence, 20 h; actives 3.5% (n = 310,000);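 note: Gal4-VP16 expression switched on by copper sulfate through the metallothionein promoter; % is set by controls: 0 for no effect and ±100 for the full control effect; nearly all actives have a fitted effect of over 50% in size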
BRCA1 expr act: activators of BRCA1 expression. MCF7-BRCA1-FFLuc reporter, luminescence, 48 h; response scale: scaled: vehicle 0%, 10 µM genistein 100%. Potency, µM (top dose mostly 46.1 µM), inactives show at the highest dose activation, usual class: activators. actives 1.1% (n = 380,000); note: nearly all actives have a fitted effect of over 80% in size; some results filed as inactive show a strong effect at the top dose
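48 h compound treatment of MCF7-BRCA1-FFLuc cells (phenol-red free MEM, 37 °C), then 15 min with luciferase substrate and luminescence imaging.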
uPA generation: cell surface uPA generation inhibition | cell surface uPA generation assay, qHTS | Potency, µM (highest dose often 38.3 µM), inactives show at the top dose activity change, negative = inhibition, actives largely listed as inhibitors | actives 0.31% (n = 330,000); active = well fitted inhibition curve with a large enough effect; inconclusive = small, poorly fitted or top-dose-only effect; inactive = no such curve, though single readings can be large or run the other way; tested in mouse RAW 264.7 cells; note: % is set by controls: 0 for no effect and ±100 for the full control effect; nearly all actives have a fitted effect of over 55% in size
FLuc counter: firefly luciferase modulation, counter-screen for miR-21 project. AID 588342. purified FLuc, Km substrates, luminescence inhibition. P08659. actives 6.9% (n = 360,000). Potency, µM (top dose mostly 57.5 µM), for the others: at the top dose activity change, negative = inhibition, most hits filed as inhibitors;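 note: plate controls were vehicle for no effect and reference inhibitor for full effect; nearly all actives have a fitted effect of over 55% in size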
Target sequence (P08659 whole entry, looked up): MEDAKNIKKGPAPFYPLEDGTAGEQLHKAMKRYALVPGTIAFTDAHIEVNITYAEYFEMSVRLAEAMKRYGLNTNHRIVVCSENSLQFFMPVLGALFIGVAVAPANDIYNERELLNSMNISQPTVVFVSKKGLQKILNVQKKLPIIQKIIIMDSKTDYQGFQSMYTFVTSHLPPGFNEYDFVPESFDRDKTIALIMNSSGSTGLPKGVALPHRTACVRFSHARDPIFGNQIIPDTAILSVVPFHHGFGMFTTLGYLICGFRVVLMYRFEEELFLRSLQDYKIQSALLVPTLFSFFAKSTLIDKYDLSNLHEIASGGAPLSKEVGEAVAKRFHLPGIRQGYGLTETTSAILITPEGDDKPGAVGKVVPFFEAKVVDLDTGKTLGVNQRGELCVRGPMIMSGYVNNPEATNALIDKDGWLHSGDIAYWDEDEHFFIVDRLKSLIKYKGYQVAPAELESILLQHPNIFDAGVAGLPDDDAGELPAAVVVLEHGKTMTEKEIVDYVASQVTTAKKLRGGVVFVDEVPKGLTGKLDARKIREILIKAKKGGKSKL
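Biochemical qHTS of compounds, final roughly 60 µM downward over six points, against 10 nM purified firefly luciferase using Km concentrations of substrates (10 uM D-luciferin, 10 uM ATP) in Tris acetate pH 7.5 buffer; luminescence output.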
ELG1 genotoxic: induces genotoxicity in HEK293T cells with luciferase-tagged ELG1. actives 1.3% (n = 330,000). Potency, µM (titrated, usually from 46 µM), without a hit: at the top dose activity change, positive = activation, usual class: activators. AID 504466. HEK293T ELG1-luciferase reporter, luminescence, 16 h; note: % of control where 0% means no effect; nearly all actives have a fitted effect of over 60% in size
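16 hr compound incubation (37 °C, 5% CO2) of HEK293T cells carrying luciferase-tagged ELG1; luciferase then measured by ONE-Glo luminescence after 30 min at RT.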
p53 reactivation: mutant p53 re-activation in reporter cells. H1299 p53-A138V BP100-luciferase reporter, luminescence, 24 h. Potency, µM (series often up to 92.2 µM), inactives show at the highest dose activity change, positive = activation, usual class: activators. actives 0.063% (n = 320,000); note: % of control where 0% means no effect; nearly all actives have a fitted effect of over 45% in size
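H1299 (p53-null), stable ts p53-A138V + BP100-Luc; 1000 cells/well, Opti-MEM/10% FBS; cpd 4 pt, 1:5; 24 h, 37 deg C, 5% CO2; detection reagent 10 min RT; luminescence.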
RORgamma inh: ROR gamma (mouse) transcription inhibition | P51450 | Drosophila S2 Gal4-RORgamma UAS-luciferase reporter, 20 h | Potency, µM (titrated, usually from 53.6 µM), for the others: top-dose activity change, negative = inhibition, most hits filed as inhibitors | actives 5.4% (n = 310,000) | AID 2551; note: % is set by controls: 0 for no effect and ±100 for the full control effect; nearly all actives have a fitted effect of over 60% in size
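Luciferase reporter read in Schneider cells carrying Gal4-RORγ (mouse) and UAS-Photinus luciferase; cells given compound 1 h before 700 uM copper sulfate induction, then incubated 20 h at ambient temperature.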
* hit, by the source's call; ? = inconclusive; nt = no result given; & = joins results of further samples; [ ] = remark or other dose. Unless noted, calls come from the whole dose curve; as a rule, active = well fitted curve in the direction sought with a large enough effect; inconclusive = small, poorly fitted or top-dose-only effect, or another doubt; inactive = no such curve, though single readings can be large; an effect the other way counts as inactive or inconclusive. Potency is the fitted concentration of half-maximal effect. This is a random part of the collection (roughly 13% active in at least one column).

| No. | Compound | MBNL1 CUG block | NPC1 promoter act | Rab9 prom act | Gal4-VP16 FLuc | BRCA1 expr act | uPA generation | FLuc counter | ELG1 genotoxic | p53 reactivation | RORgamma inh |
| --- | --- | --- | --- | --- | --- | --- | --- | --- | --- | --- | --- |
| 1 | O=C1OCC(c2ccccc2)=C1c1ccccc1[N+](=O)[O-] | 31%[activator] | 1% | -1% | 14% | 7% | -3% | -13% | 1% | 1% | 4% |
| 2 | CCCCOC(=O)C(C#N)c1nc2ccccc2nc1N1CCOCC1 (stereo not given) | 11% | -2% | -2% | -14% | -18% | -8% | -1% | 0% | -9% | -23% |
| 3 | Cc1cc(C)n2nc(SCc3ccc(F)cc3Cl)nc2n1 | -2% | 7% | 2%[1.84 µM] | 26% | 31% | 3% | -13% | 7% | 6% | 3% |
| 4 | COc1ccc(C(=O)NCc2cn3ccccc3n2)cc1 | 8% | -7% | 2% | -3% | -6% | 4% | 6% | 5% | 2% | -4% |
| 5 | COc1ccc2nc(NC(=O)c3cc(C)oc3C)sc2c1 | 35%[activator] | ? | 2.8µM* | ? | 5µM* | -7% | 1.3µM* | ? | 28% | ? |
| 6 | CCCc1nc2ccccc2n1CCOc1ccccc1 | 11% | 7% | 10% | -6% | 7% | -2% | 0% | 0% | -1% | 1% |
| 7 | Cc1ccc(CSc2nnc(C(F)(F)F)n2Cc2ccc(F)cc2)cc1 | -1% | 4% | 4% | -1% | 41% | nt | -1% | -1% | 14% | ? |
| 8 | COCCNC(=O)c1cn(C)c2ccc(S(=O)(=O)N3CCCCC3)cc2c1=O | -2% | -6% | -4% | 3% | -21% | ? | 1% | -14% | 0% | -8% |
| 9 | CCOc1ccc2nc(-c3ccccc3)nc(SCC(=O)Nc3ncc(C)s3)c2c1 | -9% | -2% | -11% | 0%[0.365 µM] | 0% | 0% | 3% | 9% | -7% | -42% |
| 10 | COC(=O)CN(C#N)c1nc(NC(C)C)nc(OC)n1 | 9% | -1% | 1% | -9% | 0% | -9% | -1% | 1% | 11% | 32% |
| 11 | CCOC(=O)C1CCN(C(=O)C2CCN(c3nc4ccc(OC)cc4s3)CC2)CC1 | -6% | -8% | -11% | -1% | -36% | -3% | 15µM* | -10% | 1% | 30% |
| 12 | O=C(N/N=C/c1c[nH]c2ccccc12)c1ccc2c(c1)OCCO2 | nt | ? | ? | 2% | ? | -19% | 0.95µM* | ? | ? | -27% |
| 13 | Cc1cc(C(=O)NC2CC(C)(C)Cc3c2cnn3-c2ccc(F)cc2)no1 (stereo not given) | -6% | 2% | ? | 25% | -30% | -1% | ? | 5% | -5% | ? |
| 14 | Cc1c(O)c(S(=O)(=O)c2ccccc2)c(=O)n(-c2ccccc2)c1-c1ccccc1 | -4%[11.5 µM] | 2% | -5% | -2% | -1% | -2% | -9% | -1% | 21% | 22% |
| 15 | CCN(CC)CCNC(=O)CS(=O)Cc1nc(-c2ccc(C)cc2)oc1C (stereo not given) | -13% | 3% | -12% | -11% | 4% | nt | 2% | 0% | -5% | -3% |
| 16 | COc1c(OC2OC(C(=O)O)C(O)C(O)C2O)cc(O)c2c(=O)cc(-c3ccccc3)oc12 (stereo not given) | ? | -1% | -3% | -8% | 0% | -10% | -2% | -3% | 7% | -7% |
| 17 | CCOC(=O)C(NC(=O)c1cccc(Cl)c1)(Nc1sc2c(c1C(N)=O)CCC2)C(F)(F)F (stereo not given) | 9% | 1% | -5% | -4% | -21% | -5% | 5% | 0% | -17% | -26% |
| 18 | CCOC(=O)/C=C1/N(C)c2ccccc2C1(C)C | -8% | -10% | 0% | -4% | 0% | 4% | -10% | 2% | 1% | -12% |
| 19 | CCOC(=O)c1sc(=S)n(-c2ccccc2)c1N | 19% | 0% | -4% | -11% | 11% | -4% | -5% | 4% | -8% | -12% |
| 20 | CCN1C(=O)Cc2cc(S(=O)(=O)NCCc3ccccc3)ccc21 | -7% | -3% | 1% | 8% | -24% | 1% | -1% | -4% | -1% | 1% |
| 21 | CCc1ccccc1NC(=S)N(CCN1CCCCC1)Cc1ccco1 | -9% | -2% | -6% | -7% | -16% | 3% | 2% | 6% | 3% | 11µM* |
| 22 | COc1ccc(-c2cc(C(F)(F)F)n3nc(C(=O)NCc4ccco4)cc3n2)cc1 | ? | -2% | -1% | -3% | -28% | -7% | -2% | 0% | 2% | -20% |
| 23 | Cc1ccc(N2CC(C(=O)Nc3cccnc3)CC2=O)cc1C (stereo not given) | 0% | -3% | 0% | -10% | -13% | -1% | 1% | -1% | -4% | 23% |
| 24 | C/C(=N/NC(=O)CNC(=O)c1cccnc1)c1ccc([N+](=O)[O-])cc1 | ? | -2% | 2% | -3% | -16% | 3% | -2% | 6% | 2% | -20% |
| 25 | CCOc1ccc(C(=O)n2cc(C(=O)OC)c3ccccc32)cc1OCC | -16% | -3% | 9% | -10% | -20% | -2% | 2% | -5% | 7% | ? |

Not a retest: entries from further up.
| No. | Compound | MBNL1 CUG block | NPC1 promoter act | Rab9 prom act | Gal4-VP16 FLuc | BRCA1 expr act | uPA generation | FLuc counter | ELG1 genotoxic | p53 reactivation | RORgamma inh |
| --- | --- | --- | --- | --- | --- | --- | --- | --- | --- | --- | --- |
| 19 | CCOC(=O)c1sc(=S)n(-c2ccccc2)c1N | 19% | 0% | -4% | -11% | 11% | -4% | -5% | 4% | -8% | -12% |
| 20 | CCN1C(=O)Cc2cc(S(=O)(=O)NCCc3ccccc3)ccc21 | -7% | -3% | 1% | 8% | -24% | 1% | -1% | -4% | -1% | 1% |
| 21 | CCc1ccccc1NC(=S)N(CCN1CCCCC1)Cc1ccco1 | -9% | -2% | -6% | -7% | -16% | 3% | 2% | 6% | 3% | 11µM* |
| 22 | COc1ccc(-c2cc(C(F)(F)F)n3nc(C(=O)NCc4ccco4)cc3n2)cc1 | ? | -2% | -1% | -3% | -28% | -7% | -2% | 0% | 2% | -20% |
| 23 | Cc1ccc(N2CC(C(=O)Nc3cccnc3)CC2=O)cc1C (stereo not given) | 0% | -3% | 0% | -10% | -13% | -1% | 1% | -1% | -4% | 23% |
| 24 | C/C(=N/NC(=O)CNC(=O)c1cccnc1)c1ccc([N+](=O)[O-])cc1 | ? | -2% | 2% | -3% | -16% | 3% | -2% | 6% | 2% | -20% |
| 25 | CCOc1ccc(C(=O)n2cc(C(=O)OC)c3ccccc32)cc1OCC | -16% | -3% | 9% | -10% | -20% | -2% | 2% | -5% | 7% | ? |

Carrying on.
| No. | Compound | MBNL1 CUG block | NPC1 promoter act | Rab9 prom act | Gal4-VP16 FLuc | BRCA1 expr act | uPA generation | FLuc counter | ELG1 genotoxic | p53 reactivation | RORgamma inh |
| --- | --- | --- | --- | --- | --- | --- | --- | --- | --- | --- | --- |
| 26 | COCCNC(=O)C1CC(c2cccc([N+](=O)[O-])c2)=NO1 (stereo not given) | ? | 5% | 2% | -3% | 29% | -5% | 2% | -4% | -16% | -17% |
| 27 | Fc1cccc(F)c1/C=C/c1ccc2ccccc2n1 | 8% | ? | 4µM* | ? | 20% | -4% | 0.27µM* | 0.58µM* | 22µM* | ? |
| 28 | COc1ccc(N(C)C(=O)Cc2c(C(=O)O)[nH]c3ccccc23)c(OC)c1 | -5% | -5% | -3% | -1% | 0% | -2% | -18% | 0% | 0% | 21% |
| 29 | Cc1ccc(-c2nnc(-c3ccccc3)o2)cc1 | ? | 3.2µM* | 1.4µM* | 10µM* | ? | -5% | 2.7µM* | ? | ? | ? |
| 30 | CCOC(=O)N1CCN(CC(O)c2c[nH]c3ccccc23)CC1 (stereo not given) | -2% | 3% | -2%[1.84 µM] | 0% | -15% | -16% | 3% | 0% | -6% | 3% |
| 31 | O=C(Nc1ccc(F)cc1)c1cccc(N2C(=O)C3C4CCC(C4)C3C2=O)c1 (stereo not given) | 14% | -2% | -3% | 3% | 9% | -4% | -10% | -2% | -2% | ? |
| 32 | Cc1ccc(N/N=C/c2c(C)c(C#N)c(=O)n(C)c2O)cc1C | ? | 2% | -5% | -12% | -19% | 2% | ? | ? | 3% | 4% |
| 33 | CCN(CC)S(=O)(=O)c1ccc(N2CCN(C)CC2)c(NC(=O)Nc2ccccc2F)c1 | -10% | 1% | -3% | -5% | -53% | 3% | 0% | -5% | -4% | -27% |
| 34 | CC1=CC(C)(C)NC(=S)N1C(C)c1ccccc1 (stereo not given) | -4% | -5% | -8%[1.84 µM] | 4µM* | 1% | 1% | 2% | -6% | 1% | 2.2µM* |
| 35 | Nc1c(C(=O)Nc2ccc3c(c2)OCCO3)nnn1Cc1cccc(F)c1 | nt | 3.5µM* | 3.2µM* | nt | 88% | 2% | ? | ? | 15% | nt |
| 36 | CCCc1nc(NCCO)c(C#N)c2c1CCCC2 | -1% | -2% | -1% | 1% | 0% | -1% | -3% | -11% | -3% | 13% |
| 37 | CCCn1nnc(NC(=O)c2ccc(F)cc2)n1 | -13% | 28% | ? | -8% | 73% | 0% | ? | 5% | 4% | -11% |
| 38 | CCN(c1ccccc1)S(=O)(=O)c1ccc(Oc2ccc(-n3ccnc3)cc2)nc1 | ? | -4% | 2% | -10% | -62% | -2% | -3% | -3% | ? | 18% |
| 39 | CCOC(=O)N1CCN(S(=O)(=O)N2CCCC(C(=O)NCc3ccc(OC)cc3OC)C2)CC1 (stereo not given) | -3% | -16% | -2% | -1% | 1% | -3% | 0%&1% | -7% | 0% | 0% |
| 40 | COC(=O)c1cc(=O)n(CCc2ccccc2F)c(=Nc2ccc(F)c(Cl)c2)s1 | -10% | -3% | 0% | ? | -83% | ? | 8% | -10% | ? | ? |

Screening results (PubChem)
